# Screening data: PubChem BioAssay, several laboratories
# HTR5A inv ctr: HTR5A inverse agonism, opioid heterodimer counter-screen. P47898. actives 0.083% (n = 340,000). inhibition, % at 9.3 µM. HTR5A cell line, luminescence; in the data active = inhibition mostly above about 23%, no sharp cut-off; inactive = mostly below about 18%;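 note: 0% = cells with DMSO and 100% = no-cell wells with DMSO; some compounds called inactive have numbers as strong as hits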
# PKA-R1A act: activators of PKA-R1A complex. P00514+P68181. PKA-R1A dissociation, Cy5-IP20 fluorescence polarization; scaled: DMSO 0%, 113 µM cGMP 100%. activation, % at 11.4 µM. actives 0.083% (n = 340,000);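 active = percent activation above the mean of all tested compounds plus 3 SD, cut at about 19% in these data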;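 note: higher means more PKAc released from R1A so a rise in polarization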
# Tat transport: E. coli Tat transport inhibition. actives 0.036% (n = 340,000). E. coli MC4100 TorA-mCherry Tat export, fluorescence. inhibition, % at 10 µM;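 active = mean replicate inhibition at least 50% and at least half of replicates individually reaching 50%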;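 note: exported cargo escapes ClpAP degradation while cytoplasmic cargo is degraded and loses fluorescence; 0% = median of neutral control wells and 100% = median of NaSCN control wells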
# E coli growth: bacterial growth inhibition, counter-screen for AddAB inhibitors; inhibition, % at 11.9 µM; actives 0.27% (n = 330,000); AID 449728; E. coli V3065 growth, OD600 absorbance, 18 h;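 active = inhibition above the campaign's mean inhibition across all tested compounds plus 3 SD, cut at about 9.9% in these data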;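 note: uninfected addAB+ strain grown without phage in ampicillin broth; 0% = DMSO wells and 100% = ciprofloxacin 0.95 µg/ml wells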
# PfHsp90 set2: inhibits growth of yeast expressing Plasmodium falciparum Hsp90; actives 0.32% (n = 310,000); S. cerevisiae expressing PfHsp90, BacTiter-Glo ATP, 48 h; yeast lacking PDR1 and PDR3 efflux regulators; inhibition, % at 9.4 µM;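 active = every replicate shows inhibition above about 80%, whatever the replicate mean, limit read from the data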;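 note: 0% = DMSO neutral controls and 100% = 20 µM radicicol positive controls; yeast relying on Plasmodium falciparum Hsp90 in place of its own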
# Mot1-301 SUMO: SUMOylation pathway inhibition by Mot1-301 growth rescue | S. cerevisiae Mot1-301 growth rescue, ATP luminescence, 38.5C; percent above DMSO median, 100 means doubled | growth rescue, % at 18.8 µM | actives 1% (n = 320,000) | AID 2716;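 active = every valid replicate shows activation above 250% relative to neutral control wells; inactive = the rest, any valid replicate at or below 250%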;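 note: OY570 slx delta 5 strain wells were the positive control but not used for scaling; some compounds called inactive have numbers as strong as hits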
# AddAB inh: less growth of phage-infected E. coli with AddAB. E. coli expressing H. pylori AddAB, absorbance growth. inhibition, % at 11.9 µM. actives 0.29% (n = 330,000); in the data active = inhibition above about 12%;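 note: 0% = vehicle wells of infected cells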
# phage Ecoli inh: E. coli growth loss with phage present | growth absorbance | inhibition, % at 11.9 µM | actives 0.26% (n = 360,000) | AID 651602; in the data active = inhibition above about 11%
# PKA-R2B activ: activators of human PKA-R2B complex | PKA-R2B holoenzyme dissociation, Cy5-IP20 fluorescence polarization; R2B truncated from residue 108, S112A mutant; 0% DMSO only, 100% 113 µM cGMP | activation, % at 11.4 µM | actives 0.079% (n = 340,000);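 active = activation above a cutoff set at the mean over all compounds plus 3 SD, cut at about 18% in these data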;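 note: higher means more holoenzyme dissociation and a rise in polarization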
# OPRM1-OPRD1 inv: inverse agonists of human mu-delta opioid receptor heterodimerization | inhibition, % at 9.3 µM | actives 0.21% (n = 340,000) | P35372+P41143 | cell-based MOR-DOR heterodimer luminescence, inverse agonism; in the data active = inhibition above about 22%, passing the limit was not always enough;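 note: 0% = cells with DMSO and 100% = wells without cells with DMSO; values of inactives mirror those of a sister screen read the other way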
# Target sequence (P35372 whole entry, looked up): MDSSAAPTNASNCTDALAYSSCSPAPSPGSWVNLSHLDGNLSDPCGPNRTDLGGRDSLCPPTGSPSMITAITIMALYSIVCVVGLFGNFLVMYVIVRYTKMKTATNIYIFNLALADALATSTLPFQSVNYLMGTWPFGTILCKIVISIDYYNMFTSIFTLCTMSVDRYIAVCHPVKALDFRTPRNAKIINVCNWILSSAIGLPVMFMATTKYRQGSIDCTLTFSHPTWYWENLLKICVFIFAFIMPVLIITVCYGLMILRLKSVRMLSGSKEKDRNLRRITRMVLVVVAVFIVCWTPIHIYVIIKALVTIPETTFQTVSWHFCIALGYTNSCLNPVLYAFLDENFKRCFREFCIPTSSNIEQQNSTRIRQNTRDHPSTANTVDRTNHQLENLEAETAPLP
# Target sequence (P41143 whole entry, looked up): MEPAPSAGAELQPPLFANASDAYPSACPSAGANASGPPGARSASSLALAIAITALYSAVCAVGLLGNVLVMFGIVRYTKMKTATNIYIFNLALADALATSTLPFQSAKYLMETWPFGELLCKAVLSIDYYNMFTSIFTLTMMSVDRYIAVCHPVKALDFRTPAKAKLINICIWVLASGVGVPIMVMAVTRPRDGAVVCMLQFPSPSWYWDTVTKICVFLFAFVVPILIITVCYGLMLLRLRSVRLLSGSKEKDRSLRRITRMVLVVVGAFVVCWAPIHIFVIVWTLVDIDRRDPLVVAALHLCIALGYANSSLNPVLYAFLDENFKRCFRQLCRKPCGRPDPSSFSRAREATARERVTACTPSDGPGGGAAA
# OPRM1-OPRD1 ag: OPRM1-OPRD1 heterodimerization agonism | cells, luminescence | activation, % at 9.3 µM | actives 0.3% (n = 340,000) | AID 504326; in the data active = activation above about 18%;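 note: 0% = vehicle-treated cells and 100% = reference agonist; values of inactives mirror those of a sister screen read the other way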
# * = called active by the depositor; . = no result given.
# Second line of a record: HTR5A inv ctr | PKA-R1A act | Tat transport | E coli growth | PfHsp90 set2 | Mot1-301 SUMO | AddAB inh | phage Ecoli inh | PKA-R2B activ | OPRM1-OPRD1 inv | OPRM1-OPRD1 ag
> CC(=O)Nc1ccc(NC(=O)CC(C)n2ccnc2)cc1 (centres undefined)
  3 | -11 | 4 | 0.0 | -11 | 87 | 2.3 | -0.6 | -3 | 15 | -3.4
> COc1cccc(NC(=O)CN(C)C(=O)CN2C(=O)c3ccc([N+](=O)[O-])cc3C2=O)c1
  -17 | 4 | -4 | -2.2 | . | 1 | 1.1 | 5.3 | 6 | -24 | 3.8
> CCc1cccc(CC)c1-n1c(SCC(=O)N2CCc3ccccc32)nc(O)cc1=O
  -2 | -1 | -1 | -4.4 | -3 | -24 | -0.8 | 2.1 | -2 | 8 | -1.5
> COc1cc(N/N=C/c2ccccc2O)ncn1
  5 | -7 | 10 | -4.2 | -14 | 1 | 2.5 | -3.1 | 4 | -3 | 0.6
> CN1CCN(C(=O)CCN2C(=O)/C(=C/c3ccc(F)cc3)SC2=S)CC1
  2 | -21 | -1 | 3.3 | -21 | -6 | 1.2 | 0.2 | 13 | -6 | 1.1
> O=C(NCc1ccco1)C1CCN(c2ccc(S(=O)(=O)N3CCOCC3)cc2[N+](=O)[O-])CC1
  5 | -9 | -2 | 1.2 | -13 | -15 | 3.5 | 0.9 | 0 | 10 | -1.8
> N#CCC(=O)Nc1ccc(C(=O)OCC(=O)c2ccc3c(c2)OCCO3)cc1
  -15 | -3 | -3 | -2.3 | 18 | . | 0.1 | 2.9 | -8 | 6 | -1.1
> Cc1ccc(C)c(Nc2nc3ccc(C)cc3n3cnnc23)c1
  -13 | -15 | 1 | -3.1 | -10 | -14 | -0.6 | 1.8 | -5 | 7 | -1.5
> Cn1cccc1C(=O)OCC(=O)NC(=O)NC1CCCCC1
  -4 | -8 | 3 | -0.2 | -4 | -17 | 3.8 | -0.3 | 1 | -6 | 1.2
> Cc1cc(=O)n2[nH]c(C)c(-c3ccccc3)c2n1
  13 | 6 | 2 | -3.2 | -12 | 7 | 1.8 | 3.0 | 15 | 1 | -0.1
> O=C(c1ccco1)N(Cc1cccc(F)c1)C1CCS(=O)(=O)C1 (centres undefined)
  -2 | -3 | 1 | -1.7 | 3 | . | 1.1 | 0.0 | 3 | 19 | -3.8
> CCN(CC)C(=O)CSCc1cnn(-c2ccccc2)c1-n1cccc1
  -2 | 8 | 12 | 1.8 | -29 | 6 | -0.5 | 1.7 | 11 | -1 | 0.2
> Cc1ccc(N(C)S(=O)(=O)c2cccc(C(=O)NCCCN3CCCC3=O)c2)cc1
  -3 | -6 | -5 | -0.3 | -1 | 17 | 2.3 | 1.9 | -14 | 16 | -4.1
> O=C(c1cnn2c(C(F)(F)F)cc(-c3ccc(Br)cc3)nc12)N1CCOCC1
  3 | -4 | -8 | . | -14 | . | . | 3.2 | -9 | 12 | -2.3
> O=c1cc(Cl)[nH]c(=O)n1CCNc1ncc(C(F)(F)F)cc1Cl
  4 | -10 | -3 | 1.6 | 16 | -9 | 5.0 | 1.7 | -1 | 15 | -3.0
> Cc1ccc(/C=c2\sc3nc(-c4cccs4)nn3c2=O)o1
  -3 | -6 | -11 | 2.3 | -10 | -22 | 0.0 | -0.5 | -19 | -1 | 0.1
> O=C(Nc1ccc(Cl)cc1)c1ccco1
  -9 | 3 | 5 | 0.3 | -16 | -1 | 1.8 | 2.5 | -2 | 7 | -1.4
> COCCCNC(=O)Cn1cc(C(=O)C2CC2)c2ccccc21
  -3 | 6 | 2 | -1.0 | . | -6 | -0.1 | 2.3 | 1 | 14 | -2.4
> Cc1ccc(S(=O)(=O)NCC(=O)OCC(=O)N2C(C)CCCC2C)cc1 (centres undefined)
  -10 | -6 | -4 | 0.4 | 5 | -11 | -1.0 | 3.2 | -14 | 7 | -1.3
> CC(C)c1ccc(NC(=O)CSc2n[nH]c(=O)n2C2CC2)cc1
  -12 | 2 | 4 | 1.9 | 2 | -1 | -0.3 | 2.1 | -6 | 9 | -1.2
> O=C(CSc1nnnn1-c1ccc(Cl)c(C(=O)O)c1)NC(c1ccccc1)c1ccccc1
  -12 | -5 | -8 | 0.4 | -19 | -16 | 0.4 | 1.5 | 2 | 1 | -0.1
> CCOC(=O)c1c(NC(=O)CN2CCC(C)CC2)sc(C)c1C
  3 | -7 | 7 | -2.6 | 18 | 22 | 0.5 | 2.3 | -4 | -13 | 2.8
> COc1ccc2cc(CN(CC3CCCO3)C(=O)Nc3ccccc3OC)c(=O)[nH]c2c1 (centres undefined)
  -9 | -7 | 4 | 0.3 | -1 | -1 | 2.9 | 3.0 | -6 | 20 | -4.3
> CCCCn1c(N)c(N(CC(C)C)C(=O)c2cc(-c3ccco3)nc3ccccc23)c(=O)[nH]c1=O
  -20 | 7 | 1 | 1.3 | 5 | 8 | 1.2 | 1.2 | 5 | 6 | -1.1

# Shown with tabs: entries from further up
Molecule	HTR5A inv ctr	PKA-R1A act	Tat transport	E coli growth	PfHsp90 set2	Mot1-301 SUMO	AddAB inh	phage Ecoli inh	PKA-R2B activ	OPRM1-OPRD1 inv	OPRM1-OPRD1 ag
Cn1cccc1C(=O)OCC(=O)NC(=O)NC1CCCCC1	-4	-8	3	-0.2	-4	-17	3.8	-0.3	1	-6	1.2
Cc1cc(=O)n2[nH]c(C)c(-c3ccccc3)c2n1	13	6	2	-3.2	-12	7	1.8	3.0	15	1	-0.1
O=C(c1ccco1)N(Cc1cccc(F)c1)C1CCS(=O)(=O)C1 (centres undefined)	-2	-3	1	-1.7	3	.	1.1	0.0	3	19	-3.8
CCN(CC)C(=O)CSCc1cnn(-c2ccccc2)c1-n1cccc1	-2	8	12	1.8	-29	6	-0.5	1.7	11	-1	0.2
Cc1ccc(N(C)S(=O)(=O)c2cccc(C(=O)NCCCN3CCCC3=O)c2)cc1	-3	-6	-5	-0.3	-1	17	2.3	1.9	-14	16	-4.1
O=C(c1cnn2c(C(F)(F)F)cc(-c3ccc(Br)cc3)nc12)N1CCOCC1	3	-4	-8	.	-14	.	.	3.2	-9	12	-2.3
O=c1cc(Cl)[nH]c(=O)n1CCNc1ncc(C(F)(F)F)cc1Cl	4	-10	-3	1.6	16	-9	5.0	1.7	-1	15	-3.0
Cc1ccc(/C=c2\sc3nc(-c4cccs4)nn3c2=O)o1	-3	-6	-11	2.3	-10	-22	0.0	-0.5	-19	-1	0.1
O=C(Nc1ccc(Cl)cc1)c1ccco1	-9	3	5	0.3	-16	-1	1.8	2.5	-2	7	-1.4
COCCCNC(=O)Cn1cc(C(=O)C2CC2)c2ccccc21	-3	6	2	-1.0	.	-6	-0.1	2.3	1	14	-2.4
Cc1ccc(S(=O)(=O)NCC(=O)OCC(=O)N2C(C)CCCC2C)cc1 (centres undefined)	-10	-6	-4	0.4	5	-11	-1.0	3.2	-14	7	-1.3
CC(C)c1ccc(NC(=O)CSc2n[nH]c(=O)n2C2CC2)cc1	-12	2	4	1.9	2	-1	-0.3	2.1	-6	9	-1.2
O=C(CSc1nnnn1-c1ccc(Cl)c(C(=O)O)c1)NC(c1ccccc1)c1ccccc1	-12	-5	-8	0.4	-19	-16	0.4	1.5	2	1	-0.1
CCOC(=O)c1c(NC(=O)CN2CCC(C)CC2)sc(C)c1C	3	-7	7	-2.6	18	22	0.5	2.3	-4	-13	2.8

# Another view of some results above:
compound	HTR5A inv ctr	PKA-R1A act	Tat transport	E coli growth	PfHsp90 set2	Mot1-301 SUMO	AddAB inh	phage Ecoli inh	PKA-R2B activ	OPRM1-OPRD1 inv	OPRM1-OPRD1 ag
CCCCn1c(N)c(N(CC(C)C)C(=O)c2cc(-c3ccco3)nc3ccccc23)c(=O)[nH]c1=O	-20	7	1	1.3	5	8	1.2	1.2	5	6	-1.1
COc1ccc2cc(CN(CC3CCCO3)C(=O)Nc3ccccc3OC)c(=O)[nH]c2c1 (centres undefined)	-9	-7	4	0.3	-1	-1	2.9	3.0	-6	20	-4.3
